Bioassay records from PubChem.
PLAP act: activators of human placental alkaline phosphatase; P05187; purified PLAP enzyme, luminescent substrate read-out; stronger effect = higher value; activation fold at 20 µM; 1.2% of 96,000 active; AID 696; in the data active = activation fold above about 2
Target sequence (P05187 whole entry, looked up): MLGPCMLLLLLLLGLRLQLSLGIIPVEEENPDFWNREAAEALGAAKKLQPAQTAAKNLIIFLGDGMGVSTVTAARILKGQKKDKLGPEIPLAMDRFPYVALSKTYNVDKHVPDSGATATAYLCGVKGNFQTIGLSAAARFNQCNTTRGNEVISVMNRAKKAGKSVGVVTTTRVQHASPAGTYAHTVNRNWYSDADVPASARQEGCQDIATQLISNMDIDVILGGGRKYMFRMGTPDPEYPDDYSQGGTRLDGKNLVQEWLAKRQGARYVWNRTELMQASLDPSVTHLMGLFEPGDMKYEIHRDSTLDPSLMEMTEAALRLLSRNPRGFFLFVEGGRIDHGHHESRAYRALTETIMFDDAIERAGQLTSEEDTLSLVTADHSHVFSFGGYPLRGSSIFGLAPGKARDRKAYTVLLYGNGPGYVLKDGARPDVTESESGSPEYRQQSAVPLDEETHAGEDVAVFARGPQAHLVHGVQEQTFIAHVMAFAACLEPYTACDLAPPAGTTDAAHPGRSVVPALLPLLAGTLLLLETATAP
FAK inh: FAK (human) kinase inhibition. Q05397. biochemical FAK kinase activity assay. inhibition, %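 (tested at 7 µM)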. 0.84% of 97,000 active. AID 727; in the data active = inhibition above about 19%;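 note: 0% = DMSO and 100% = reference compound high control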
ERa SRC1 inh: ER-alpha (human) coactivator binding inhibition. TR-FRET ER-alpha LBD / SRC-1 peptide, estradiol-bound. 1.7% of 86,000 active. inhibition, % at 25.6 µM. P03372; in the data active = inhibition above about 50%;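 note: 0% = receptor plus peptide control and 100% = peptide only without receptor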
ERa coact pot: enhances coactivator binding to human estrogen receptor alpha; 1.3% of 86,000 active; coactivator binding (% of control), % at 25.6 µM; AID 639; TR-FRET ERalpha-LBD/SRC-Cy5 coactivator binding, 2 h; 100 = basal binding, no effect; P03372; in the data active = activity above about 200%;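 note: binding measured in presence of low estradiol as agonist stimulus; 0% = peptide alone without receptor and 100% = receptor with peptide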
ERb SRC1 inh: ER-beta (human) coactivator binding inhibition | TR-FRET ER-beta LBD / SRC1-Cy5 peptide binding; receptor agonist-loaded with 1 µM estradiol | inhibition, % at 25.6 µM | 1.3% of 86,000 active;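 active = compounds whose percent inhibition of the receptor-coactivator binding signal exceeds about 50% in the single-dose screen, limit read from the data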;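 note: 0% = receptor plus peptide wells without compound and 100% = peptide-only wells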
CD11b adhes enh: CD11b/CD18-fibrinogen binding enhancement. P05107+P11215. K562 CD11b/CD18 adhesion to fibrinogen, ATPlite luminescence. activation, % at 10 µM. 0.07% of 93,000 active. AID 1499;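 active = 10 µM primary screen giving 50% or more activity, confirmed by 40% or more on retest at that dose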; note: strong numbers were not always called active; reference of the scale not given here
Mac1 fbg inh: inhibitors of human CD11b/CD18 binding to fibrinogen; P05107+P11215; K562 CD11b/CD18 adhesion to fibrinogen, ATPlite luminescence; Mn2+ added to activate the integrin; inhibition, % at 10 µM; 0.54% of 93,000 active; AID 1497;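 active = primary inhibition of 50% or more at 10 µM, then 40% or more on retest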; note: some results filed as inactive read as strong as hits
MT1-MMP txn act: activates MT1-MMP transcription | 0.16% of 86,000 active | activation factor at 10 µM | AID 750 | HT1080 MT1-MMP promoter luciferase reporter, luminescence, overnight; stronger effect = higher value;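 active = activation factor of at least 2 for MT1-MMP transcription at 10 µM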
Ecoli WT expand: growth inhibitors of E. coli BW25113 wild type | OD600 absorbance | 0.15% of 98,000 active | growth inhibition, % at 100 µM;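 active = growth inhibition above about 50% at one test dose, limit read from the data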;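 note: growth measured after 20 h incubation at 37 °C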
The depositor's hits bear a star; . = no result given; [ ] = another dose, or the depositor's remark. Hits appear at their usual frequency. Share with any hit: about 5.1%.

1: COc1ccc(C)cc1S(=O)(=O)Nc1ccccc1
2: COc1cccc(NC(=O)CCS(=O)(=O)c2cccs2)c1
3: O=C(CN(CCc1ccccc1)C(=O)Cn1nnc(-c2cccs2)n1)NCc1ccco1
4: O=C(/C=C/c1cc2c(cc1Br)OCO2)NCc1ccc(Cl)cc1
5: CCOC(=O)c1c(-c2cccc([N+](=O)[O-])c2)csc1NC(=O)C1CC1
6: O=C(Nc1cccc(Cl)c1)C1CCCN(S(=O)(=O)c2ccc(F)cc2)C1 (stereo unspecified)
7: CC(=O)Nc1ccc(OCC(O)CN2CCN(c3ccc(C)c(Cl)c3)CC2)cc1 (stereo unspecified)
8: COc1ccc(OC)c(NC(=O)CSC2=NCCS2)c1
9: COC(=O)c1coc(-c2ccc(OC)cc2)c1C(=O)OC
10: COc1ccc(C/C(N)=N/n2cnnc2)cc1

entry no.	1	2	3	4	5	6	7	8	9	10
PLAP act	0.9	0.9	0.9	0.9	0.9	1.3	1.9	0.9	1.1	1
FAK inh	-2	.	7	-3	5	-1	2	1	0	.
ERa SRC1 inh	16	0	7[fluorescence artefact?]	.	.	-3	0	7[fluorescence artefact?]	8	-29
ERa coact pot	76	122	95	.	.	100	114	92	97	125
ERb SRC1 inh	20	-1	4[fluorescence artefact?]	.	.	-27	-20	9[fluorescence artefact?]	8	-18
CD11b adhes enh	-3	-1	2	0	-2	-1	1	-2	-2	5
Mac1 fbg inh	-6	0	-17	13	2	2	3	-4	-5	-12
MT1-MMP txn act	1.2	1.4	1.2	.	.	1.1	.	0.9	1.4	1.1
Ecoli WT expand	-1	-4	-12	-10	-4	-2	10	-1	4	5

Reprinted from the part before: 2 entries; new compounds follow.
9: COC(=O)c1coc(-c2ccc(OC)cc2)c1C(=O)OC
10: COc1ccc(C/C(N)=N/n2cnnc2)cc1
11: O=C(c1ccccc1)N1CCCC(C(=O)N2CCCCCC2)C1 (stereo unspecified)
12: CC1CC(C)CN(CC(=O)Nc2ccc3c(c2)OCCO3)C1 (stereo unspecified)
13: CCOc1ccc(-n2ccnc2SCC(=O)Nc2nnc(C)s2)cc1
14: CCOC(=O)CN1CC23C=CC(O2)C(C(=O)Nc2cc(OC)ccc2OC)C3C1=O (stereo unspecified)
15: COC(=O)Cn1c(SCc2ccccc2)nc2ccccc21
16: CCOC(=O)c1cccc(NC(=O)CN2CCN(c3ccc(OC)cc3)CC2)c1
17: CCOC(=O)CCn1cc(F)c(=O)n(Cc2ccccc2)c1=O
18: O=S(=O)(c1ccc2oc(-c3ccncc3)nc2c1)c1ccc2oc(-c3ccncc3)nc2c1
19: O=C(c1cccn2c(=O)c3cc(Br)ccc3nc12)N1CCN(c2ccccn2)CC1
20: O=C(Nc1c(C(=O)N2CCCCC2)cnn1-c1ccccc1)c1ccco1

entry no.	9	10	11	12	13	14	15	16	17	18	19	20
PLAP act	1.1	1	1.1	1.1	1.4	1.2	0.8	1.7	1.2	.	1.1	1
FAK inh	0	.	0	-1	-3	.	0	0	-8	.	9	2
ERa SRC1 inh	8	-29	.	-7	1	72*[fluorescence artefact?]	8	-7	-5	10[fluorescence artefact?]	10	-7
ERa coact pot	97	125	.	97	120	41[fluorescence artefact?]	96	125	238*[fluorescence artefact?]	237*[fluorescence artefact?]	109	107
ERb SRC1 inh	8	-18	.	-20[fluorescence artefact?]	-3[fluorescence artefact?]	69*	0	1	2	51*[fluorescence artefact?]	7[fluorescence artefact?]	-4
CD11b adhes enh	-2	5	7	.	.	0	5	-4	-7	.	2	.
Mac1 fbg inh	-5	-12	8	.	.	29	-6	-3	2	.	3	.
MT1-MMP txn act	1.4	1.1	1	1.6	1.1	1	1.5	1.3	1.1	1.1	1.2	1.1
Ecoli WT expand	4	5	3	6	-2	-4	6	3	-1	.	-7	2

21: Cc1ccc(N(C)C(=O)N2CCN(S(=O)(=O)c3ccc(C)cc3)CC2)cc1
22: O=C(CCN1CCN(c2ccc(F)cc2)CC1)Nc1ccccc1F
23: Cc1cc2cc(C(c3nnnn3Cc3ccco3)N3CCc4ccccc4C3)c(=O)[nH]c2cc1C (stereo unspecified)
24: Cc1ccccc1OCC(=O)Nc1ccc(C(N)=O)cc1
25: COc1ccc(C2C3=C(CCCC3=O)Nc3nc(C(F)(F)F)nn32)cc1OC (stereo unspecified)
26: CCCC(CCC)C(=O)Nc1cccc(C(=O)O)c1
27: Cc1ccc(N(C=NC#N)CC(=O)N2CCN(c3ccccc3)CC2)cc1
28: Cc1ccc(-c2csc3ncn(CC(=O)N4CCOCC4)c(=O)c23)cc1C
29: CCOC(=O)N1CCN(Cc2nc3c(c(=O)n(C)c(=O)n3C)n2Cc2cccc3ccccc23)CC1

entry no.	21	22	23	24	25	26	27	28	29
PLAP act	1.5	1.6	1.6	0.8	1.3	1	1.5	1.4	1.6
FAK inh	3	0	7	1	.	1	2	3	.
ERa SRC1 inh	-6	1	11	1	.	3[fluorescence artefact?]	-1	16	-25
ERa coact pot	92	117	175	95	.	102[fluorescence artefact?]	120	68	111
ERb SRC1 inh	8	-7[fluorescence artefact?]	21	13[fluorescence artefact?]	.	0[fluorescence artefact?]	10[fluorescence artefact?]	78*[fluorescence artefact?]	-22[fluorescence artefact?]
CD11b adhes enh	-5	-2	0	1	0	0	3	0	-1
Mac1 fbg inh	0	-23	-13	-36	2	-6	-7	-33	5
MT1-MMP txn act	1.4	1.2	1.1	1.2	1	1.1	1	.	1.2
Ecoli WT expand	-8	12	-9	4	8	4	9	-1	.

Eleven successive records already listed:
19: O=C(c1cccn2c(=O)c3cc(Br)ccc3nc12)N1CCN(c2ccccn2)CC1
20: O=C(Nc1c(C(=O)N2CCCCC2)cnn1-c1ccccc1)c1ccco1
21: Cc1ccc(N(C)C(=O)N2CCN(S(=O)(=O)c3ccc(C)cc3)CC2)cc1
22: O=C(CCN1CCN(c2ccc(F)cc2)CC1)Nc1ccccc1F
23: Cc1cc2cc(C(c3nnnn3Cc3ccco3)N3CCc4ccccc4C3)c(=O)[nH]c2cc1C (stereo unspecified)
24: Cc1ccccc1OCC(=O)Nc1ccc(C(N)=O)cc1
25: COc1ccc(C2C3=C(CCCC3=O)Nc3nc(C(F)(F)F)nn32)cc1OC (stereo unspecified)
26: CCCC(CCC)C(=O)Nc1cccc(C(=O)O)c1
27: Cc1ccc(N(C=NC#N)CC(=O)N2CCN(c3ccccc3)CC2)cc1
28: Cc1ccc(-c2csc3ncn(CC(=O)N4CCOCC4)c(=O)c23)cc1C
29: CCOC(=O)N1CCN(Cc2nc3c(c(=O)n(C)c(=O)n3C)n2Cc2cccc3ccccc23)CC1

entry no.	19	20	21	22	23	24	25	26	27	28	29
PLAP act	1.1	1	1.5	1.6	1.6	0.8	1.3	1	1.5	1.4	1.6
FAK inh	9	2	3	0	7	1	.	1	2	3	.
ERa SRC1 inh	10	-7	-6	1	11	1	.	3[fluorescence artefact?]	-1	16	-25
ERa coact pot	109	107	92	117	175	95	.	102[fluorescence artefact?]	120	68	111
ERb SRC1 inh	7[fluorescence artefact?]	-4	8	-7[fluorescence artefact?]	21	13[fluorescence artefact?]	.	0[fluorescence artefact?]	10[fluorescence artefact?]	78*[fluorescence artefact?]	-22[fluorescence artefact?]
CD11b adhes enh	2	.	-5	-2	0	1	0	0	3	0	-1
Mac1 fbg inh	3	.	0	-23	-13	-36	2	-6	-7	-33	5
MT1-MMP txn act	1.2	1.1	1.4	1.2	1.1	1.2	1	1.1	1	.	1.2
Ecoli WT expand	-7	2	-8	12	-9	4	8	4	9	-1	.
